High-throughput results (PubChem)
CaV13 ICDI inh: Primary screen for inhibitors of IQ motif and Ca2+-dependent inactivation inhibitor domain binding in CACNA1D, Förster resonance energy transfer in living cells, …; hit rate 0.098% among 340,000; HEK cells, CFP/YFP FRET ICDI-IQ, plate reader, 10 min; percent FRET-ratio fall versus neutral wells; inhibition, % at 12.3 µM;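 active means mean replicate inhibition of at least 30% and at least 1% of replicates passing that level; inconclusive means only one of the two criteria is met; inactive means neither criterion is met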;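 further: 0% = median of the neutral control wells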
KKLEB tox: reduces viability of KKLEB cystic fibrosis airway cells; KKLEB CF airway cells viability, ATPlite luminescence, overnight; hits give low values; cells stimulated with P. aeruginosa culture filtrate; activity change (cytotoxicity), % at 5 µM; hit rate 0.36% among 360,000; AID 602141;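 active means corrected activity change at or below -50% at 5 µM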
NR2E3 ag-1: activates human NR2E3 receptor. Q9Y5X4. CHO-S Gal4-NCOR/VP16-NR2E3 two-hybrid, luciferase. inhibition of corepressor binding, % at 3.98 µM. hit rate 0.35% among 360,000. AID 602229;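 active means inhibition above the mean of all tested compounds plus 3 SD, cut at about 70% in these data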;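 further: 0% = DMSO with NR2E3 transfected cells and 100% = cells lacking NR2E3 construct; higher means lower luciferase signal from less NR2E3 corepressor binding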
Target sequence (Q9Y5X4 whole entry, looked up, the tested form may be a part): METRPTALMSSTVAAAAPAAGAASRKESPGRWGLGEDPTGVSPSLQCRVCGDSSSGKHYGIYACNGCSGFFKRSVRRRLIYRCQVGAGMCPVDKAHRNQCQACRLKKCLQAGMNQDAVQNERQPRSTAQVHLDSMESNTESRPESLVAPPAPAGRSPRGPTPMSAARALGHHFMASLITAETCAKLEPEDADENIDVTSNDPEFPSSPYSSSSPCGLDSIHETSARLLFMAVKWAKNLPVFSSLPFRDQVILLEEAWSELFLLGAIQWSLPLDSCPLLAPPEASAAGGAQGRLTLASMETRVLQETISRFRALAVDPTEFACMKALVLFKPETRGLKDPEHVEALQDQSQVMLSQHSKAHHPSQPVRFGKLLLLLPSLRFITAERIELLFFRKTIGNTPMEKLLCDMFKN
Vif inh: HIV Vif inhibition. HEK293T cells, Vif self-association by quenched fluorescence, imaging, 24 h. inhibition, % at 7.49 µM. hit rate 0.35% among 340,000; in the data active means inhibition above about 50%, passing the limit was not always enough; inconclusive means no clear call, values can overlap the other calls; inactive means below about 31%; further: some results filed as inactive read as strong as hits
PDI inh: blocks human protein disulfide isomerase activity. PDI insulin aggregation turbidity, A650, 90 min. AID 588391. inhibition, % at 10 µM. P07237. hit rate 0.052% among 350,000;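 active means mean inhibition across replicates of 30% or more, whatever share of single replicates reach that level; inconclusive means mean inhibition below 30% while every single replicate reaches 30%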;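 further: absorbance from insulin aggregation driven by PDI reduction with DTT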
Target sequence (P07237 whole entry, looked up): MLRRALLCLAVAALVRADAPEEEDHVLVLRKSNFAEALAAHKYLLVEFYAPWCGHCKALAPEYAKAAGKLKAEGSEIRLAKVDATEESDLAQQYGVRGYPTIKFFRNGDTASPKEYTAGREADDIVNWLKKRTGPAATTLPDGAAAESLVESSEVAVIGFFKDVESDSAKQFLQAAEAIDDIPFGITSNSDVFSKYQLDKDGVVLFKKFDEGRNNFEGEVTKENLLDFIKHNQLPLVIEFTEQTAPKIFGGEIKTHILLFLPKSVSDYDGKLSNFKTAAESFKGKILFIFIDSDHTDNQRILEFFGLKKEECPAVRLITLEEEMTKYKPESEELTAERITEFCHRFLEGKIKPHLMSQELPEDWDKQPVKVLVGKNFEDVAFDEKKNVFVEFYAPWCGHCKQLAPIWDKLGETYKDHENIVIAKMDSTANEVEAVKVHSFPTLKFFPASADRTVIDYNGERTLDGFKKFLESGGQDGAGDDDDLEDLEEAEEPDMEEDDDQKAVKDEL
NR2E3 ag-2: agonists of human nuclear receptor NR2E3. Q9Y5X4. GST-NR2E3/biotin-RetCOR TR-FRET, 1536-well. inhibition of corepressor binding, % at 4.78 µM. hit rate 0.12% among 320,000. AID 2300;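 active means percent inhibition above the cutoff of mean plus 3 SD of all tested compounds, set per screening campaign, cut at about 20% in these data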;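 further: 0% = DMSO wells and 100% = biotin wells as full block of FRET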
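Test system – NR2E3–RetCOR corepressor complex · Quantity – NR2E3 fusion 1.35 nM · Buffer or medium – Tris pH 7.5 · Incubation – Compound–protein incubation for 5 h at 4 °C · Technique – TR-FRET, Eu(K)-anti-GST donor, streptavidin-D2 acceptor, ex 340, em 617/671 nm · Evaluation – percent inhibition of 671/617 nm emission ratio versus biotin and DMSO controls · Plate – 1536-well format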
Peg3 promoter: reduces Peg3 promoter-driven luciferase expression in HeLa. HeLa PEG-Prom luciferase reporter, luminescence, overnight. inhibition, % at 20 µM. hit rate 1.7% among 360,000;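 active means inhibition of at least 50% at 20 µM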
CF NFkB inh: blocks PAF-induced NF-kB reporter in cystic fibrosis cells; hit rate 0.86% among 360,000; inhibition, % at 5 µM; KKLEB NF-kB-GFP reporter, GFP fluorescence overnight;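 active means at least 50% inhibition at 5 µM, scaled per plate between neutral and stimulator controls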;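 further: PAF is a Pseudomonas aeruginosa culture filtrate used as stimulus; plate controls were PAF-stimulated DMSO wells for no effect and unstimulated DMSO wells for full effect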
Shn3 inh set2: reduces Shn3 3'UTR luciferase signal in osteoblasts; Clone20 osteoblast Shn3 3'UTR firefly luciferase, 24 h; inhibition, % at 12.5 µM; hit rate 0.52% among 360,000; AID 588674;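 active means mean inhibition of at least 75% with every replicate also reaching 75%; inconclusive means mean inhibition at least 75% but some replicate below; inactive means mean inhibition below 75%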;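 further: 0% = median of neutral control wells and 100% = pilot-screen positive control compound; some compounds past the cut are filed as inactive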
MITF TRPM1 inh: reduces MITF-dependent TRPM1 promoter luciferase signal; SK-MEL-5 TRPM1 promoter luciferase, 24 h; inhibition, % at 12.5 µM; hit rate 0.83% among 330,000;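 active means mean inhibition across replicates of 60% or more, whatever share of single replicates reaches that level; inconclusive means some that reach 60%, reason not given; inactive means mean inhibition across replicates below 60%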; further: values of inactives mirror those of a sister screen read the other way
HIF-2a block: HIF-2a inhibition; 786-0 RCC cells HIF-2a reporter, luciferase luminescence, overnight; inhibition, % at 18.8 µM; hit rate 0.72% among 360,000;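 active means inhibition of the luminescence signal of 40% or more relative to plate controls, in a single-dose primary screen at 18.75 µM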
Active calls of the source: *; ? = inconclusive; . = not tested or not shown.

SMILES	CaV13 ICDI inh	KKLEB tox	NR2E3 ag-1	Vif inh	PDI inh	NR2E3 ag-2	Peg3 promoter	CF NFkB inh	Shn3 inh set2	MITF TRPM1 inh	HIF-2a block
CN(C(=O)c1cccc(NC(=O)Cc2ccc(NC(=O)C3CCCN(C(=O)CCc4ccccc4)C3)cc2)c1)C1CC1 (stereo not drawn)	-6	25	-3	-15	-10	.	8	-28	-1	6	13
Cc1nc2nc(CCc3ccccc3)nn2c(C)c1Cl	-8	0	-35	.	3	3	-50	-1	-27	-9	-97
Cn1cnnc1SCC(=O)NC1CCCN(Cc2ccccc2F)C1 (stereo not drawn)	-2	-8	14	-6	-5	-1	14	10	11	-10	12
Cc1c(N)cccc1[N+](=O)[O-]	.	13	-21	14	.	-2	8	-5	-5	-3	0
Cc1ccc(S(=O)(=O)N2CCC(C(N)=O)CC2)c(C)c1C	-8	7	2	0	-1	1	12	8	11	1	12
CCC1Sc2ccc(S(=O)(=O)CCC(=O)Nc3ccc(OC(F)(F)F)cc3)cc2NC1=O (stereo not drawn)	-3	7	4	-2	9	2	11	15	1	-3	21
O=C(CN1CCN(S(=O)(=O)c2ccc(Br)s2)CC1)N1CCc2ccccc21	-14	-6	3	.	-4	.	8	-6	52	.	-11
CC(C(C(=O)N1CCCCC1)N1CCCCC1)N1CCCCC1 (stereo not drawn)	-6	12	-5	12	-5	.	7	-6	-14	-5	5
Nc1ccccc1-c1nnc(-c2ccc(-c3ccccc3)cc2)o1	-3	10	-56	2	11	5	-200	-11	-80	-85	-194
Cc1ccc(N2CC(C(=O)NCc3cccs3)CC2=O)cc1C (stereo not drawn)	.	-2	-16	6	3	-1	1	-5	3	1	6
COc1ccc(CC(=O)NCCCc2ccccc2)cc1OC	-17	6	-10	-1	-5	0	16	3	19	-2	8
C=C(Cl)COc1ccc2c(CCC)cc(=O)oc2c1	-2	-1	-39	-9	8	0	-59	7	13	3	-89
C/C(=C\c1ccccc1)CN1CCN(c2ccccc2F)CC1	.	11	-25	0	-9	9	1	-20	21	-14	-4
Cc1ccc(CON=C2CCN(c3ncc(C(F)(F)F)cc3Cl)CC2)cc1	-4	-1	-9	2	-6	-2	-14	-6	-3	0	-7
Cc1ccc(N2CC(C(=O)OCC(=O)NNC(=O)c3ccccc3)CC2=O)cc1 (stereo not drawn)	-6	21	7	2	1	0	5	-6	-5	2	9
Cc1ccc(NC(=O)CN(C)CC(=O)Nc2ccc(N3CCOCC3)cc2)c([N+](=O)[O-])c1	-3	3	-5	2	-19	1	9	-14	16	-3	3
CN1CCN(C(=O)c2ccc3c(=O)n(Cc4ccco4)c(=S)[nH]c3c2)CC1	-4	4	-16	5	-4	1	4	2	3	-12	4
CCN(CCNC(=O)c1cc(C)nn1-c1ccccc1)c1ccccc1	-6	-4	-4	.	5	2	21	-5	-2	9	11
Cc1ccc(C)c(NC(=O)CCC(=O)NNC(=O)c2cccs2)c1	-5	-4	-12	-5	-1	0	6	-2	11	10	13
Cc1cc(-c2csc(NC(=O)c3ccc(S(=O)(=O)N(C)C)cc3)n2)c(C)n1-c1ccccc1	-4	8	-21	-1	-5	-2	37	-5	-3	21	23
Brc1ccc(CSc2ccc3nnc(-c4ccccn4)n3n2)cc1	0	-18	-9	-9	0	6	21	-1	19	-7	26
O=C(CN1CCN(c2ccccn2)CC1)Nc1ccc(Br)cc1	-21	1	-18	-3	4	1	4	3	-5	-5	8
CSCCC(NC(=O)c1ccccc1Cl)C(=O)NCC(c1ccc(F)cc1)N1CCOCC1 (stereo not drawn)	-15	3	12	2	5	.	9	-1	-24	.	7
COC(=O)c1ccc(N2CCN(S(=O)(=O)c3c(C)cc(C)cc3C)CC2)c([N+](=O)[O-])c1	.	-3	-1	-9	0	-1	19	4	69	12	20
Cc1noc(C)c1S(=O)(=O)N1CCC2(CC1)OCCO2	-3	6	-4	15	1	2	7	4	-9	5	10

7 entries already listed, arranged by their value in MITF TRPM1 inh, smallest number first.
canonical_smiles	CaV13 ICDI inh	NR2E3 ag-1	Vif inh	PDI inh	NR2E3 ag-2	Peg3 promoter	CF NFkB inh	Shn3 inh set2	MITF TRPM1 inh	HIF-2a block
Brc1ccc(CSc2ccc3nnc(-c4ccccn4)n3n2)cc1	0	-9	-9	0	6	21	-1	19	-7	26
CCC1Sc2ccc(S(=O)(=O)CCC(=O)Nc3ccc(OC(F)(F)F)cc3)cc2NC1=O (stereo not drawn)	-3	4	-2	9	2	11	15	1	-3	21
COc1ccc(CC(=O)NCCCc2ccccc2)cc1OC	-17	-10	-1	-5	0	16	3	19	-2	8
Cc1ccc(CON=C2CCN(c3ncc(C(F)(F)F)cc3Cl)CC2)cc1	-4	-9	2	-6	-2	-14	-6	-3	0	-7
Cc1ccc(N2CC(C(=O)NCc3cccs3)CC2=O)cc1C (stereo not drawn)	.	-16	6	3	-1	1	-5	3	1	6
CN(C(=O)c1cccc(NC(=O)Cc2ccc(NC(=O)C3CCCN(C(=O)CCc4ccccc4)C3)cc2)c1)C1CC1 (stereo not drawn)	-6	-3	-15	-10	.	8	-28	-1	6	13
Cc1cc(-c2csc(NC(=O)c3ccc(S(=O)(=O)N(C)C)cc3)n2)c(C)n1-c1ccccc1	-4	-21	-1	-5	-2	37	-5	-3	21	23

Some of these compounds in order of formula weight, falling.
SMILES	CaV13 ICDI inh	KKLEB tox	NR2E3 ag-1	Vif inh	PDI inh	NR2E3 ag-2	Peg3 promoter	CF NFkB inh	Shn3 inh set2	MITF TRPM1 inh	HIF-2a block
CCC1Sc2ccc(S(=O)(=O)CCC(=O)Nc3ccc(OC(F)(F)F)cc3)cc2NC1=O (stereo not drawn)	-3	7	4	-2	9	2	11	15	1	-3	21
Cc1cc(-c2csc(NC(=O)c3ccc(S(=O)(=O)N(C)C)cc3)n2)c(C)n1-c1ccccc1	-4	8	-21	-1	-5	-2	37	-5	-3	21	23
Cc1ccc(CON=C2CCN(c3ncc(C(F)(F)F)cc3Cl)CC2)cc1	-4	-1	-9	2	-6	-2	-14	-6	-3	0	-7
Cc1ccc(N2CC(C(=O)NCc3cccs3)CC2=O)cc1C (stereo not drawn)	.	-2	-16	6	3	-1	1	-5	3	1	6
COc1ccc(CC(=O)NCCCc2ccccc2)cc1OC	-17	6	-10	-1	-5	0	16	3	19	-2	8

Next part.
SMILES	CaV13 ICDI inh	KKLEB tox	NR2E3 ag-1	Vif inh	PDI inh	NR2E3 ag-2	Peg3 promoter	CF NFkB inh	Shn3 inh set2	MITF TRPM1 inh	HIF-2a block
CC1=NNC(=O)/C1=C\c1cn(-c2ccccc2)nc1-c1cccs1	-7	-25	5	?	-8	1	115*	112*	64	98*	94*
CC1(C)CC(NC(=O)c2ccc(F)cc2)CC(C)(C)N1	-8	2	-16	-4	0	.	-3	-18	-34	.	6
COC(=O)c1ccc(CNC(=O)Cn2cnc3c(OCc4ccccc4)ncnc32)cc1	-7	2	-15	-1	5	.	84*	-25	0	3	-6
O=C(CCC(F)(F)F)N1CCCC(N2CCN(c3cccc(Cl)c3)CC2)C1 (stereo not drawn)	-1	12	-19	-4	0	0	-13	2	0	-18	-54
CCc1cccc(C)c1NC(=O)CO/N=C(\C)c1cc2ccccc2o1	-4	1	-14	-8	-5	0	-9	9	10	-4	-8
COC(=O)CSC1=C(C#N)C(c2ccc(C)o2)CC(=O)N1 (stereo not drawn)	-6	-11	-30	-8	7	1	20	28	0	21	11
CN1C(=O)C(=O)/C(=C(/O)c2ccccc2)C1c1ccccc1 (stereo not drawn)	-5	14	18	-2	-1	-2	7	-21	12	-1	20
CCOC(=O)N1CCC(=NNS(=O)(=O)c2cccc([N+](=O)[O-])c2)CC1	-8	5	-12	2	11	3	9	8	4	5	4
CC(C)(CO)NCc1cccs1	7	3	23	-2	2	-4	6	-22	-3	15	18
CCOC(=O)/C=c1\s/c(=C\c2ccc3cc(OC)ccc3c2)c(=O)n1CC(=O)NCC1CCCO1 (stereo not drawn)	.	-8	-14	6	-2	-1	61*	-3	3	68*	9
C#CCOc1ccc(Cl)cc1/C=C1/C(=O)ON=C1C	-7	-13	-10	-2	2	6	12	17	-3	17	24
COc1ccccc1-c1nn(Cc2ccccc2)cc1/C=C/C(=O)O	-6	8	7	2	5	0	2	2	-15	0	11
O=C(CCCN1C(=O)/C(=C\c2cccs2)SC1=S)Nc1cccnc1	-4	8	-14	0	4	-1	17	-1	-20	2	24
CCOc1ccc2nc(SCC(=O)N(CCOC)c3c(N)n(Cc4ccccc4)c(=O)[nH]c3=O)[nH]c2c1	-6	7	13	10	-6	-1	13	-16	5	25	23
O=C(O)c1ccccc1-c1cn2cc(Cl)ccc2n1	-4	-6	-30	-3	5	3	-34	0	-1	1	-16
CCn1cc([N+](=O)[O-])c(C(=O)Nc2ccn(Cc3ccccc3)n2)n1	-18	6	4	-2	8	2	33	-13	-13	13	3
Clc1cccc(-c2nc(-c3ccccn3)no2)c1	-5	-25	-93	-20	-18	0	62*	-30	52	64*	53*
CCCC(=O)Nc1cc(S(=O)(=O)N2CCOCC2)ccc1N1CCCCC1	-6	0	18	3	5	.	2	-30	16	13	-1
O=C1c2ccccc2C2(c3ccccc3)N1CCN2C(=O)C(Cl)(Cl)Cl (stereo not drawn)	-3	8	-3	1	-1	0	30	7	12	3	32
COc1cc(C2C(C#N)=C(N)Oc3n[nH]c(-c4cccs4)c32)cc(OC)c1O (stereo not drawn)	-11	5	-22	-1	-6	-1	12	-4	-4	0	11
O=C(CCc1ccc(S(=O)(=O)N2CCOCC2)cc1)Nc1cc(Cl)ccc1N1CCOCC1	.	-6	-10	12	0	-3	15	4	13	19	16
CCN=c1sc(C(=O)OC)cc(=O)n1CC	-4	-23	-11	-2	7	5	10	9	7	-9	-1
CC(C)CNC(=O)C1(C)CCCN1C(=O)CSc1ccccc1 (stereo not drawn)	-4	1	-25	-1	-6	.	-1	-7	-16	.	15
Nc1cc(OC(=O)c2ccccc2Br)nn1S(=O)(=O)c1ccccc1	0	2	1	9	6	1	-2	-5	8	13	22
CC(C)(C)NS(=O)(=O)c1ccc(/C=C/C(=O)O)cc1	-4	9	3	6	10	-2	3	-21	.	-5	11
CC(C)CCNC(=O)CC1C(=O)N(Cc2ccccc2)C(C)c2nc3ccccc3n21 (stereo not drawn)	-4	1	-7	-5	0	2	-11	-3	11	6	10
Cn1cc(S(=O)(=O)NC[C@H]2O[C@@H](n3ccc(=O)[nH]c3=O)[C@H](O)[C@@H]2O)cn1	-5	15	-15	.	-3	.	-8	-9	2	3	6

Not a hit list; any-hit rate near 3.3%.
